High-throughput results deposited in PubChem BioAssay by NCI.
Growth percent in the NCI-60 one-dose screen (48 h, 10 µM unless noted): 100 = growth as untreated, 0 = no growth, -100 = all killed.
SK-MEL-2: SK-MEL-2 melanoma | hit rate 4.7% among 77,000 | AID 1794763
M14: M14 melanoma | hit rate 6.2% among 80,000
UACC-62: UACC-62 melanoma; hit rate 5.4% among 81,000
SK-MEL-28: SK-MEL-28 melanoma; hit rate 4.1% among 81,000
MDA-MB-435: MDA-MB-435 melanoma | hit rate 7.8% among 82,000
SK-MEL-5: SK-MEL-5 melanoma. hit rate 6.4% among 80,000. AID 1794755
A549/ATCC: A549/ATCC NSCLC | hit rate 3.7% among 81,000 | AID 1794740
UACC-257: UACC-257 melanoma; hit rate 4.4% among 78,000; AID 1794764
* hit, by the source's call; . = not tested or not shown; & = joins results of further samples. Rule for the calls: active = growth percent below 10; inactive = the rest.

SMILES	SK-MEL-2	M14	UACC-62	SK-MEL-28	MDA-MB-435	SK-MEL-5	A549/ATCC	UACC-257
N#C/C(=C\c1ccc(F)cc1)C(=O)Nc1cc(-c2ccccc2)nn1-c1ccccc1	115	102	91	102	102	98	102	97
Nc1c(C(=O)C[C@@H](N)CO)ccc2c1C(=O)CCO2	47	49	30	39	68	61	40	65
CC(=O)Nc1cccc2ccc(S(=O)(=O)O)cc12	95	105	105	106	107	102	80	97
C[N+](C)(Cc1ccccc1Cl)Cc1ccccc1Cl	100	90	98	137	94	94	82	98
O=C(/C=C/c1ccc(F)cc1)c1ccc(Nc2nc(NCCO)nc(NCCO)n2)cc1	.	74	91	89	38	76	83	107
C#CCN1c2cccc3cccc(c23)N(CC#C)C1c1cn(-c2ccccc2)nc1-c1cccc([N+](=O)[O-])c1	105	90	72	107	102	93	101	105
CCCC(C)c1cc([N+](=O)[O-])c(O)c([N+](=O)[O-])c1 (stereo not given)	88	91	.	108	105	94	77	88
CCCCCCCCN(CCCCCCCC)CC(O)c1ccc(I)cc1 (stereo not given)	91	94	92	99	90	80	105	96
CC1(c2cc(NC(=O)Cc3ccc4ccccc4c3)n(C3CCCCC3)n2)CC1	107	.	94	98	98	.	101	98
CCCCN(C(=O)OCC)c1ccccc1	96	103	112	109	114	105	87	.
COc1nc2cc(OCc3ccccc3)ccc2cc1-c1nc2c(cnn2-c2ccccc2)c(=O)[nH]1	93	102	90	98	97	99	102	106
CCOc1ccc(OCC(=O)O)cc1	108	.	106	97	110	105	104	106

The final 2 entries of the part before lead into the next:
SMILES	SK-MEL-2	M14	UACC-62	SK-MEL-28	MDA-MB-435	SK-MEL-5	A549/ATCC	UACC-257
COc1nc2cc(OCc3ccccc3)ccc2cc1-c1nc2c(cnn2-c2ccccc2)c(=O)[nH]1	93	102	90	98	97	99	102	106
CCOc1ccc(OCC(=O)O)cc1	108	.	106	97	110	105	104	106
COc1ccc(N=Nc2ccc(O)c(=O)cc2)cc1	20	13	-54*	5.8*	25	-23*	5.6*	7.5*
Cc1ccc2ccccc2c1[N+](=O)[O-]	122	106	117	.	114	111	97	98
CNNC(=O)c1ccncc1	96	101	105	114	105	104	103	106
c1ccc(-c2ncnc3ccccc23)cc1	107	116	106	111	103	109	98	104
CN1CCCCC1CCN1C(=O)c2ccccc2C1=O (stereo not given)	102	100	100	116	106	102	105	89
CC(=O)Oc1c(C)cccc1C(=O)O	98	103	101	113	104	106	99	96
COc1ccc(-c2cn3ccnc3c(NCCn3cc(COc4ccc5c(C)cc(=O)oc5c4)nn3)n2)cc1	97	96	86	112	98	84	77	72
COCCCNc1nc2ccccc2c2c(=O)c3cc(Cl)ccc3sc12	97	96	71	105	96	83	89	105
C/C(=C\CCc1ccoc1)CC/C=C(\C)CCCC1=CC(=O)OC1	74	73	51	82	71	39	51	42
CCCn1cnc2c(SC(C)C)nc(N)nc21	104	102	95	118	95	102	101	106
O=C(Nc1cc(=O)[nH]c(SCC(=O)N2CCN(c3cc4c(cc3F)c(=O)c(C(=O)O)cn4C3CC3)CC2)n1)c1ccc(Cl)cc1	94	96	93	113	104	109	79	76
CC(=O)c1ccccc1OC(=O)c1ccccc1	111	100	96	107	100	105	96	95
COc1ccc2cc(C(C)NC(=O)Nc3ccc(S(=O)(=O)N=C(N)N)cc3)ccc2c1 (stereo not given)	114	101	105	111	105	109	86	.
Nc1c(C(=O)c2ccc(Br)cc2)sc(S)c1-c1nc2ccccc2s1	115	108	88	101	101	95	95	105
O=C(OCc1ccc2c(Cl)cc(Cl)c(O)c2n1)N1CCN(C(=O)c2cc3cc(F)ccc3[nH]2)CC1	23	7.9*	35	61	-55*	-33*	14	25
c1ccc(C2=NN(c3ccccc3)C3=C4N(c5ccccc5)N=C(c5ccccc5)N4c4[nH]c(-c5ccccc5)cc4N23)cc1	119	97	93	108	110	96	88	99
CC1NC(C)c2c(ccc3ccccc23)O1 (stereo not given)	110&103	103&104	111&92	111&104	108&115	103&104	106&94	103&85
CC12CCC(C(N)C1=O)C2(C)C (stereo not given)	98&106	99&107	96&95	110&116	113&108	103	88&101	102&105
O=C(O)CSC(SCC(=O)O)c1ccc([N+](=O)[O-])cc1	102	106	92	112	110	107	107	108
O=C(O)c1cn(C2CC2)c2cc(N3CCN(Cn4nc(-c5ccc6ccccc6c5)n(-c5ccccc5)c4=S)CC3)c(F)cc2c1=O	108	95	94	110	102	98	96	105
CC/C(=C(\c1ccc(OCCN2CCCCCC2)cc1)c1ccc(OC(=O)c2ccccc2)cc1)c1ccccc1	.	89	93	94	102	105	92	110
CS(=O)(=O)Oc1ccc(Br)c2cccnc12	111	103	108	112	123	103	99	111
O=C1OC(c2nc3ccccc3s2)=C/C1=C\c1cccc(Cl)c1	109	96	84	102	107	91	101	107
CCOC(=S)SCCC(=O)O	127	109	98	108	106	107	96	95
O=C(O)c1ccc(C(O)c2ccccc2)cc1 (stereo not given)	91	109	99	106	97	100	96	95
Cn1ncc(CC(=O)O)c1-n1nnc2ccccc2c1=O	97	96	99	109	96	91	99	96
Clc1ccc(/C=C/c2cc(/C=C/c3ccc(Cl)cc3Cl)nc3ccccc23)cc1	120	98	84	103	101	102	100	108
Cc1cccc(C(C#N)c2ccc(N)cc2)c1 (stereo not given)	82	99	97	102	102	102	106	100
N#Cc1c(-c2ccc(F)cc2)nc(SCc2ccc(F)cc2)nc1N1CCOCC1	79	92	69	86	93	74	69	77
Clc1ccc2nc[nH]c2c1	105	109	.	129	112	107	107	101
Cc1nn(-c2ccccc2)c2ncn(CC(=O)NN3C(=O)c4ccccc4C3=O)c(=O)c12	107	118	94	125	122	97	101	106
CN1C(=O)/C(=C/c2ccc(/C=C3\SC(=S)N(C)C3=O)cc2)SC1=S	101	88	94	101	102	99	102	103
COc1c(O)c(O)cc2c3c(oc12)CC(C(C)C)CC3=O (stereo not given)	75	21	17	63	46	54	71	66
Cc1ccc2nc(SCC(=O)Nc3c(C)cccc3C)n(-c3ccc(F)cc3)c(=O)c2c1	104	69	50	73	50	68	90	99
Nc1nc2c(s1)CCc1ccn(S(=O)(=O)c3ccccc3)c1-2	85	72	85	105	97	96	87	100
CCC1(c2ccccc2)C(=O)Nc2ccc(OC)cc21 (stereo not given)	98	103	87	113	106	100	103	107

Just SK-MEL-28, UACC-62 and UACC-257 (7 entries from above):
smiles	SK-MEL-28	UACC-62	UACC-257
Cn1ncc(CC(=O)O)c1-n1nnc2ccccc2c1=O	109	99	96
Clc1ccc(/C=C/c2cc(/C=C/c3ccc(Cl)cc3Cl)nc3ccccc23)cc1	103	84	108
Cc1cccc(C(C#N)c2ccc(N)cc2)c1 (stereo not given)	102	97	100
N#Cc1c(-c2ccc(F)cc2)nc(SCc2ccc(F)cc2)nc1N1CCOCC1	86	69	77
Clc1ccc2nc[nH]c2c1	129	.	101
Cc1nn(-c2ccccc2)c2ncn(CC(=O)NN3C(=O)c4ccccc4C3=O)c(=O)c12	125	94	106
CN1C(=O)/C(=C/c2ccc(/C=C3\SC(=S)N(C)C3=O)cc2)SC1=S	101	94	103

Next part
SMILES	SK-MEL-2	M14	UACC-62	SK-MEL-28	MDA-MB-435	SK-MEL-5	A549/ATCC	UACC-257
COc1cc(C=O)ccc1OCCOc1ccc(/C=N/NC(=O)Cn2c(-c3ccc(C)o3)nc3ccccc32)cc1OC	112	108	88	108	104	100	97	98
O=C1/C(=C/c2ccc(Cl)cc2)SC(=Nc2ccccc2)N1Cc1nc2ccccc2[nH]1	.	83	93	99	114	89	52	.
CCCc1cc(=O)oc2c3c(c4c(c12)OC(C)(C)CC4)OC(C)[C@H](C)[C@@H]3O (stereo not given in full)	14	102	69	93	112	87	72	104
CC1CCC(C)(C)c2ccccc21 (stereo not given)	106	96	103	97	105	96	98	100
O=C(Nc1ccc(NC(=O)c2ccccc2)cc1)c1ccccc1	110	100	95	105	115	101	105	111
COc1ccc(C(CC(=O)c2ccc3c(c2)OCO3)C(=O)O)cc1OC (stereo not given)	88&114	103&115	112&111	106&122	102&108	102&108	98&93	106&91
NS(=O)(=O)c1ccc(C(=O)N2N=C(c3ccc(F)cc3)CC2c2ccc(F)cc2)cc1 (stereo not given)	99	97	86	106	99	99	98	103
Cc1cc2cc3cc(C)c(N(C)C)cc3[n+](C)c2cc1N(C)C	-22*	41	56	40	35	42	26	.
Nc1c(C(=O)Nc2ccccc2-c2cn(CCCN3CCOCC3)nn2)sc2nc3c(cc12)CCCCC3	112	101	97	98	100	90	103	117
CCCCNC(=S)NS(=O)(=O)c1ccc(CCN2C(=O)/C(=C/c3ccc(Cl)cc3)N=C2C)cc1	101	106	75	96	95	99	106	103
NC(=O)N/N=C1/CCC(OCc2ccccc2)CC1CC(=O)O (stereo not given)	112	107	100	100	100	100	96	.
O=C(O)c1cc(-c2cccs2)c2sc(=O)[nH]c2n1	102	98	75	106	106	101	91	99
C#CCOc1cccc(Nc2ncnc3c(NC(=O)CCl)cccc23)c1	36	5.2*	22	75	26	-89*	47	57
C/C(Cc1ccc(Cl)cc1)=C(\c1ccc(O)cc1)c1ccc(Cl)cc1	91	84	85	95	93	100	95	98
Nc1nc(N)c2c(n1)NC(c1cccc(Nc3ccnc4cc(Cl)ccc34)c1)CC(c1ccc(F)cc1)=N2 (stereo not given)	95	93	95	105	89	98	90	95
FCOC(C(F)(F)F)C(F)(F)F	.	100	104	126	103	103	99	90
CC(=O)Nc1ccc(S(=O)(=O)c2ccnc3cc(Cl)ccc23)cc1	79	95	78	78	74	72	85	64
COc1ccc(C(=S)c2cc(OC)c(OC)c(OC)c2)cc1OC(=O)CCl	42	13	48	68	-8.1*	-30*	21	57
Nc1cc(Br)cc(Br)c1	45	107	86	119	104	102	96	90
CC(C)C1=C[C@@]23CC[C@H]4C(C)(C(=O)NCCCCCCN)CCC[C@]4(C)[C@H]2C[C@@H]1[C@H]1C(=O)CCC(=O)[C@H]13 (stereo not given in full)	98	95	88	113	105	96	91	103
COc1ccc(Nc2nnc(-c3ccc(OC)cc3)o2)cc1	102	109	98	111	101	99	94	103
CN1CCN(c2ccc(/C=N/n3cnc4oc(-c5ccccc5)cc4c3=N)cc2)CC1	103	.	93	78	95	89	75	97
Cn1c(=O)c2c(nc(NC(=S)N=Nc3c(O)[nH]c4ccccc34)n2Cc2ccccc2)n(C)c1=O	99	86	94	104	101	94	103	99
O=C(Oc1c(Cl)cc(Cl)cc1[N+](=O)[O-])Oc1c(Cl)cc(Cl)cc1[N+](=O)[O-]	161	111	103	112	107	107	101	102

The closing 2 entries of the part above are carried over, then new ones follow.
SMILES	SK-MEL-2	M14	UACC-62	SK-MEL-28	MDA-MB-435	SK-MEL-5	A549/ATCC	UACC-257
Cn1c(=O)c2c(nc(NC(=S)N=Nc3c(O)[nH]c4ccccc34)n2Cc2ccccc2)n(C)c1=O	99	86	94	104	101	94	103	99
O=C(Oc1c(Cl)cc(Cl)cc1[N+](=O)[O-])Oc1c(Cl)cc(Cl)cc1[N+](=O)[O-]	161	111	103	112	107	107	101	102
Cn1c(-c2ccccc2)c(C(C[N+](=O)[O-])c2cccs2)c2ccccc21 (stereo not given)	63	82	71	97	92	91	80	72
Nn1c(N=Nc2c(O)[nH]c3ccccc23)n[nH]c1=S	104	107	100	107	106	104	101	112
Cc1ccc(-c2cc(-c3cc(Cl)ccc3O)[nH]n2)cc1	92	81	63	85	92	82	66	105
CC(C)(C)c1ccc(COc2ccc(/C=C3/C(=O)Nc4cc(Cl)ccc43)cc2)cc1	122	105	87	100	102	99	110	121
CC(=O)[C@@]1(O)CCC2C3CCC4=CC(=O)CC[C@]4(C)C3CC[C@@]21C (stereo not given in full)	.	102	90	122	103	109	94	101
CCC(=O)OCCCOCCCOc1ccccc1	102	94	110	99	109	98	97	99
NC(=O)C(O)Cc1nonc1-c1ccccc1 (stereo not given)	102	96	95	99	108	101	102	102
CC1CC(=O)NN1 (stereo not given)	97	102	109	105	109	99	102	93
O=CNNC(=O)c1ccccn1	90	101	101	97	103	99	102	91
NNC(=O)CCc1ccc2ccc3ccccc3c2c1	112	92	94	116	98	90	100	102
CC(C(=O)O)c1ccc2c(c1)Cc1cccnc1O2 (stereo not given)	.	115	96	116	102	102	99	97
CC(C)(C)c1ccc(OP(=S)(N/N=C/c2ccccc2O)Oc2ccc(C(C)(C)C)cc2)cc1	.	78	77	83	72	73	57	60

Filtered by structure: the entries above containing a tert-butyl group.
SMILES	SK-MEL-2	M14	UACC-62	SK-MEL-28	MDA-MB-435	SK-MEL-5	A549/ATCC	UACC-257
CC(C)(C)c1ccc(COc2ccc(/C=C3/C(=O)Nc4cc(Cl)ccc43)cc2)cc1	122	105	87	100	102	99	110	121
CC(C)(C)c1ccc(OP(=S)(N/N=C/c2ccccc2O)Oc2ccc(C(C)(C)C)cc2)cc1	.	78	77	83	72	73	57	60

Going on with the list:
SMILES	SK-MEL-2	M14	UACC-62	SK-MEL-28	MDA-MB-435	SK-MEL-5	A549/ATCC	UACC-257
CC(C)c1ccc2occ(C=C3C(=O)N(C)C(=O)N(C)C3=O)c(=O)c2c1	107	120	107	110	105	106	105	109
CCc1ccc(C)[n+]([O-])c1	98	100	107	115	115	106	105	82
N#Cc1cnc(C(N)=O)s1	104	103	103	107	101	102	101	97
O=C(c1cccs1)N1CCN(c2ccccc2)CC1	142	116	104	124	99	.	88	93
O=C(/C=C/c1cn(-c2ccccc2)nc1-c1cccc(Nc2ccnc3cc(Cl)ccc23)c1)c1ccc(Br)cc1	.	102	105	104	95	98	92	78
N=C(N)N(Cc1ccccc1)Cc1ccccc1	102	80	100	103	79	96	79	76
COc1ccc(NC(=O)N/N=C/c2c[nH]c3ccccc23)cc1	-11*	30	25	68	-26*	21	46	73
CC(=O)CC(=O)Nc1ncccn1	107	97	90	108	100	98	98	103
NC(=O)CCCCC1CCSS1 (stereo not given)	.	103	102	108	104	103	100	99
CCCOc1ccc(C(N)=S)cc1	111	115	106	88	103	104	93	91
